# RmlCD inh 1536 = M. tuberculosis RmlC/RmlD coupled enzyme inhibitors, primary screen, biochemical, compound mixtures, 384-well, from 1536-well plates; dTDP-4-dehydrorhamnose reductase (Mycobacterium tuberculosis (strain ATCC 25618 / H37Rv)) …; RmlC+RmlD coupled enzyme assay, percent inhibition; primary screen in compound mixtures; inhibition, % at 3.6 µM; 0.03% of 160,000 active; in the data active means inhibition mostly above about 34%, no sharp cut-off; further: some results filed as inactive read as strong as hits
# Target sequence (P9WH09 whole entry, looked up): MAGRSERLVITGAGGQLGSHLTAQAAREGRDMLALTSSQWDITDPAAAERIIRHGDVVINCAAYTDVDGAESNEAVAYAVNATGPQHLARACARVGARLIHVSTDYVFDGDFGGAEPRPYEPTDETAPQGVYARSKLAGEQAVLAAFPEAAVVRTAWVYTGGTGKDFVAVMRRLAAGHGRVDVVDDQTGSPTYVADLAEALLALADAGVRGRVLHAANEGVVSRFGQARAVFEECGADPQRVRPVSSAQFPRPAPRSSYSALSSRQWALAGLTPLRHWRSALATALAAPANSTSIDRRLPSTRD
# Target sequence (P9WH11 whole entry, looked up): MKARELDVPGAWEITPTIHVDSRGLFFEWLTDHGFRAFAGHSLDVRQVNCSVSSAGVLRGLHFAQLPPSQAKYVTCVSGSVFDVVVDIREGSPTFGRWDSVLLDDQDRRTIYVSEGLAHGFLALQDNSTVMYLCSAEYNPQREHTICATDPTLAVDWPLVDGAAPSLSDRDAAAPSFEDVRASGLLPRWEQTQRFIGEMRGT
# GlmU inhibition = inhibition of mycobacterial GlmU enzyme – biochemical, glucosamine-1-phosphate acetyltransferase (AID 1376) | M. tuberculosis GlmU acetyltransferase enzyme assay; higher % means a stronger effect | one-dose inhibition, %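 (tested at 30 µM in the primary screen)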; IC50 in µM for titrated hits | Bifunctional protein GlmU (Mycobacterium tuberculosis (strain ATCC 25618 / H37Rv)) | 0.25% of 220,000 active; in the data active means inhibition above about 13%;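 further: 0% = complete reaction with vehicle and 100% = reaction without substrate; strong numbers were not always called active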
# Active calls of the source: *; . = no result given. The list is partial (hit frequency here may not be typical).
SMILES | RmlCD inh 1536 | GlmU inhibition
COc1ccccc1-n1c(=O)c2c3c(sc2n2c(SC(C)C)nnc12)CCC3 | -5 | -0.2%
CNCCCC1c2ccccc2C=Cc2ccccc21 | . | -5.4%
O=C(CN1C(=O)NC(CCc2ccccc2)C1=O)NC1CC1 (stereo not drawn) | -1 | -1.8%
O=C(/C=C/Nc1ccccc1C(F)(F)F)c1ccco1 | 12 | 0.9%
CCN(CCCNC(=O)c1c(C)cc(=O)oc1C)c1cccc(C)c1 | -3 | 0.2%
COCCOc1cc(N2C(=O)CSCC2=O)c(Cl)cc1Cl | -2 | 6.8%
COC(=O)c1cc(C(=O)N2CCN(c3ccccc3OC)CC2)cc([N+](=O)[O-])c1 | 14 | -6.5%
CC(C)C(=O)Nc1nnc(SCC(=O)NCc2ccco2)s1 | 30 | -3.3%
CN1CCN(c2ncnc3c2[nH]c2ccc(F)cc23)CC1 | -6 | -3.0%
CN(CC(=O)Nc1cccc2ccccc12)C(=O)/C=C/c1cccs1 | 8 | 1.1%
COC(=O)c1cccc(C(=O)N2CCCC(C(=O)c3cc(F)ccc3F)C2)c1 (stereo not drawn) | -9 | 6.7%
CCOC(=O)CSc1nc2c(c(=O)[nH]c(=O)n2C)n1CCc1ccccc1 | 4 | 1.9%
CC(=C\C(=O)O)/C(=C/c1ccc(C)o1)C(=O)O | -9 | 3.3%
CCCSc1nc(SCC(=O)NCc2ccccc2)c2c3c(sc2n1)COC(C)(C)C3 | . | -1.9%
C=CCn1c(SC2CCOC2=O)nc2sc(CC)cc2c1=O (stereo not drawn) | 0 | 8.4%
COCC(=O)Nc1cc([N+](=O)[O-])ccc1OC | -7 | 5.7%
Cc1c(C(=O)N(C)C)c2ccc(Cl)cc2n1O | 8 | 6.5%
COc1ccc(OC)c2sc(NC(=O)CCSc3ccccc3)nc12 | 9 | 4.4%
COc1ccc(-n2c(NN)nc3sc4c(c3c2=O)CCCC4)cc1 | 4 | 0.1%
CCOC(=O)C(NC(=O)c1ccc(OC)cc1)(N1CCOCC1)C(F)(F)F (stereo not drawn) | . | -4.8%
O=c1/c(=C/c2ccco2)sc2n1CN(c1cccc(Br)c1)CN=2 | 5 | .
NC(=S)N/N=C/c1ccccc1[N+](=O)[O-] | . | 3.9%
CN(C)/C=N/c1ncc(C(=O)c2ccc3ccccc3c2)s1 | 6 | 5.3%
CCOc1ccc(NC(=O)Nc2ccc3nccnc3c2)cc1 | . | 1.4%
CCn1c(=O)cc(SCC(=O)NCc2cccnc2)c2ccccc21 | -8 | 0.9%
CC1(C)OC(=O)C(=NNc2ccccc2)C(=O)O1 | . | 2.2%
Cc1ccc(-c2csc3ncnc(-n4nnc5ccccc54)c23)cc1C | -10 | -0.2%
FC(F)(F)c1cccc(NC(=S)N(CCCN2CCCC2)Cc2cccn2Cc2ccc(Cl)cc2)c1 | 5 | -3.8%
COc1ccc(N2CCN(C(=O)CNS(=O)(=O)c3ccc(C)cc3)CC2)cc1 | 9 | 4.6%
COc1ccc(CC(NC(C)=O)C(=O)NC2CCN(c3c(Cc4ccccc4)c(C)nc4ncnn34)CC2)cc1OC (stereo not drawn) | -1 | 4.3%
O=C(CNC(=O)c1ccc([N+](=O)[O-])cc1)N/N=C\c1ccc(OC(=O)c2ccccc2)cc1 | -9 | -8.7%
CCc1ccc(Oc2cc(C)nc(N)n2)cc1 | . | -4.6%
Cc1ccc(Cl)cc1NC1=NC(=S)N(C(C)C)C12CCCCC2 | . | 1.0%
CC1CCCN(CCCNC(=O)c2coc3nc4ccccc4nc23)C1 (stereo not drawn) | 18 | 3.1%
Cn1c(=O)c2c(nc(NCCc3ccccc3)n2CC(=O)NCCc2ccccc2)n(C)c1=O | -5 | 2.8%
O=C(COc1ccc(S(=O)(=O)N2CCCC2)cc1Cl)NC1CCCC1 | 11 | -1.9%
CC[n+]1ccc(C(=O)NCc2ccccc2)cc1 | 16 | 5.8%
NC(=O)c1ccccc1NC(=S)NC(=O)CCc1ccccc1 | 3 | 0.7%
COc1ccc2[nH]cc(CCNS(=O)(=O)c3ccccc3)c2c1 | 2 | -5.4%
CCN1CCN(C2CC(=O)NC2=O)CC1 (stereo not drawn) | 1 | -1.6%

# Entries of single compounds as entered above. Values in the order: RmlCD inh 1536, GlmU inhibition
# CCOC(=O)C(NC(=O)c1ccc(OC)cc1)(N1CCOCC1)C(F)(F)F (stereo not drawn) is listed as ., -4.8%
# COc1ccc(CC(NC(C)=O)C(=O)NC2CCN(c3c(Cc4ccccc4)c(C)nc4ncnn34)CC2)cc1OC (stereo not drawn) is listed as -1, 4.3%
# COc1ccc2[nH]cc(CCNS(=O)(=O)c3ccccc3)c2c1 is listed as 2, -5.4%

# Next part.
SMILES | RmlCD inh 1536 | GlmU inhibition
O=C(Nc1ccc(NC(=O)c2ccco2)cc1)c1ccc2c(c1)OCO2 | . | -1.6%
CN(C)S(=O)(=O)c1cccc(C(=O)NCc2ccco2)c1 | -14 | 3.3%
Cc1cccc(COCCN2CCN(S(=O)(=O)c3ccccc3)CCC2=O)c1 | . | -2.4%
S=C(Nc1ccc(Oc2ccccc2)cc1)NC1CCCC1 | -6 | -1.4%
CCC(C)(C)NC(=O)COc1ccc(C(=O)c2ccccc2)cc1 | 6 | 3.2%
COc1ccc(NC(=O)Cn2nc(C(F)(F)F)c3c2CCCC3)c(OC)c1 | 8 | 6.6%
CNS(=O)(=O)c1ccc(N2CCCC2)c([N+](=O)[O-])c1 | 0 | -4.0%
Cc1ccc(C)c(S(=O)(=O)NCC(=O)Nc2sc3c(c2C(N)=O)CCC(C)C3)c1 (stereo not drawn) | 13 | -5.7%
CC(C)(C)n1nc(Cc2cccc3ccccc23)c(C#N)c1N | . | 3.5%
N#C/C(=C(/O)c1ccc([N+](=O)[O-])cc1)c1nc2ccccc2[nH]1 | -8 | -1.1%
Nc1nc(-c2ccco2)nn1C(=O)c1ccc(F)cc1 | 0 | -5.1%
CCO[C@@H]1OC(C(=O)NCc2nc3ccccc3[nH]2)=C[C@H](c2ccccc2)[C@H]1CCCO | . | 4.4%
CN(C)C(=O)c1cc2cc([N+](=O)[O-])ccc2s1 | 3 | 0.1%
CON/C=C(\C=Nc1ccc(Cl)cc1Cl)c1ncc(C(F)(F)F)cc1Cl | -2 | 3.8%
CCOC(=O)CSc1nnnn1-c1cc(OC)c(Cl)cc1OC | -6 | -6.1%
Cc1ccc(Nc2[nH]c(=O)c3ccccc3c2C(=O)c2ccccc2)cc1 | . | 1.7%
O=C(Nc1cccc(C(F)(F)F)c1)c1cc2c(=O)c3ccccc3oc2nc1C(F)(F)F | 11 | -2.1%
COC(=O)C(C(=O)OC)c1ncccc1[N+](=O)[O-] | -7 | 3.4%
O=C(Sc1ccc(Cl)cc1)c1cccc(Cn2cc(C(F)(F)F)ccc2=O)c1 | -5 | -3.5%
O=C(Nc1ccc(F)cc1)Nc1csc2ccccc12 | 3 | -1.0%
COc1cc(CN2CCN(C(=O)CC(C)C)CC2)cc(OC)c1O | -1 | -6.4%
COCCCNC(=O)Cn1ncc2c(=O)oc3ccccc3c21 | 6 | -5.7%
O=C(NCc1ccc(F)cc1)C(=O)NCC1OCCN1S(=O)(=O)c1cccs1 (stereo not drawn) | . | 6.2%
O=C(O)/C(=C\c1ccccc1Cl)c1ccc(S(=O)(=O)N2CCCCC2)s1 | 2 | 6.4%
O=C(NNC(=S)NCCCN1CCOCC1)c1ccncc1 | -10 | 1.5%
O=C(c1ccc(S(=O)(=O)N2CCOCC2)cc1)N1CCN(c2cccc(Cl)c2)CC1 | . | 0.3%
Cc1noc(C)c1C(=O)OCC(=O)Nc1ccccc1C(=O)NC(C)c1ccccc1 (stereo not drawn) | 1 | 1.4%
Cc1ccc(C)c(C(=O)N(C)CC(=O)Nc2ccccc2C(F)(F)F)c1 | -6 | 5.9%
COc1cc(/C=C2\SC(c3ccc(C)cc3)=NC2=O)ccc1O | -8 | 7.1%
CCCc1nc(NCc2ccc3c(c2)OCO3)c2nnn(Cc3ccccc3Cl)c2n1 | . | 0.2%
O=C(CCc1nnc(CCCCc2ccccc2)o1)NC1CCCC1 | -7 | -3.7%
CCN(CC)c1ccc(/C=C(\C#N)C(N)=S)cc1 | 0 | -3.6%
COc1ccc(C(NC(=O)N2CC(C)OC(C)C2)C(Cl)(Cl)Cl)cc1F (stereo not drawn) | 6 | -0.6%
O=S(=O)(c1ccccc1)c1nc(Nc2ccccc2N2CCOCC2)sc1Cl | 9 | -4.5%
CC1CC(=O)Nc2ccccc2N1S(=O)(=O)c1ccccc1 (stereo not drawn) | . | 3.3%
O=S(=O)(NC1CCCC1)c1ccc(S(=O)(=O)N2CCN(c3ccccc3)CC2)cc1 | 2 | 0.1%
Cc1ccc(-n2c(=O)c3sccc3n(Cc3cc(=O)n4cc(Cl)ccc4n3)c2=O)cc1F | -11 | 4.3%
O=C(NCC(=O)N(CCc1ccccc1)C(C(=O)NC1CCCCC1)c1ccncc1)c1ccco1 (stereo not drawn) | 5 | 2.3%
Cc1ccc2[nH]c(=O)c(CN(CCCN3CCOCC3)Cc3nnnn3C3CCCC3)cc2c1 | 7 | 0.2%
COc1ccc(CN2CCN(Cc3cccc(OC)c3)C(CCO)C2)cc1 (stereo not drawn) | . | 2.9%
Cc1ccc(OCC(=O)N/N=C\c2ccc(C)o2)c([N+](=O)[O-])c1 | 3 | 0.9%
CNC(=S)N(Cc1cccs1)Cc1cc2cc(OC)c(OC)cc2[nH]c1=O | -1 | -0.4%
Cn1cccc1/C=C1\SC(=S)N(NC(=O)c2ccccc2Cl)C1=O | 0 | 0.0%
O=[N+]([O-])c1cccc(-c2ccc(SCc3cccnc3)nn2)c1 | -3 | -4.2%
CC1=C(C(N)=O)C(c2cccs2)NC(=O)N1 (stereo not drawn) | . | 0.4%
Cc1nc(-c2ccc(-c3ccon3)s2)no1 | 0 | 2.4%
CC(=O)N1CCN(C(=O)c2cc(S(=O)(=O)Nc3ccc(S(C)(=O)=O)cc3)ccc2Cl)CC1 | 7 | 3.6%
Cc1ccc(-c2csc(C3C(N)=NC(S)=C(C#N)C34CCCCC4)n2)cc1 (stereo not drawn) | 6 | -1.6%
O=C(Oc1cccc(NC(=O)c2ccco2)c1)c1ccc(Br)c(S(=O)(=O)N2CCCCC2)c1 | -2 | 4.4%
COc1ccc(/C(N)=N/OC(=O)c2ccc(C)c([N+](=O)[O-])c2)cc1OC | . | -0.9%
Cn1c2ccccc2c2cnn(CC(=O)Nc3ccc(Cl)cc3)c(=O)c21 | 3 | -4.7%
CCCCOC(=O)Nc1nnc(CCOCC)s1 | 5 | 3.5%
O=C(c1cccnc1)N1CCN(Cc2cccc(Br)c2)CC1 | . | 0.5%
CCCCCCCCCc1nc2sc3c(c2c(=O)n1NC(=O)c1ccccc1[N+](=O)[O-])CC(C)(C)OC3 | -4 | 1.6%
Cc1ccc2oc(=O)c3cnn(CC(=O)NCCN4CCOCC4)c3c2c1 | -2 | -1.5%
COc1ccc(-n2nnnc2SCC(=O)NNC(=O)c2ccc([N+](=O)[O-])cc2)cc1 | 6 | -8.7%
COc1ccc(C2c3ccc(O)cc3Oc3ncn(CC(C)C)c(=N)c32)cc1 (stereo not drawn) | . | -3.9%
CN(C)c1ccc(P(=O)(OCc2ccccc2)C(O)c2ccc(Cl)cc2)cc1 (stereo not drawn) | -7 | 2.0%
O=S(=O)(Cc1cccc(F)c1)c1c[nH]c2ccccc12 | 4 | 0.3%
COc1cccc(NC(=S)N2CCc3cc(OC)c(OC)cc3C2COc2ccc3c(C)cc(=O)oc3c2)c1 (stereo not drawn) | 11 | -6.3%

# Later entries.
SMILES | RmlCD inh 1536 | GlmU inhibition
CCOC(=O)c1ccc(NC(=O)Nc2ccc(S(N)(=O)=O)cc2)cc1 | -6 | -0.1%
O=S(=O)(c1ccc(-c2csc(-c3cccnc3)n2)cc1)N1CCCCC1 | 15 | -1.2%
COc1ccc(-c2c(=O)n(OCc3ccccn3)c3ccccc3[n+]2[O-])cc1OC | 2 | 1.1%
CCOC(=O)c1c(NC(=O)c2nc3n(n2)C(C(F)F)CC(C)N3)sc2c1CCCC2 (stereo not drawn) | -36 | -6.2%
Cc1nnc(-c2ccccc2)nc1N1CCOCC1 | 21 | 1.1%
Cc1ccc(C(=O)OCC(=O)Nc2sc3c(c2C#N)CCCC3)cc1NC(=O)c1ccco1 | -9 | 2.7%
Cc1cc(-c2ccccc2)n2ncc(C#N)c2n1 | 4 | -4.7%
CCOC(=O)C1(CCc2ccccc2)CCN(Cc2cccc3c2OCO3)CC1 | 14 | -6.3%
O=C(CNc1cc(S(=O)(=O)N2CCCC2)ccc1OCC(F)(F)F)Nc1ccc(SC(F)F)cc1 | . | 4.2%
O=C1N(Cc2ccccc2)CCCC12CCCN(Cc1ccccc1)C2=O | . | -2.6%
Oc1ccccc1-c1csc(-c2ccccc2)n1 | -1 | -0.4%
CCn1c(SCC(=O)N2CCOCC2)nnc1-c1cccs1 | -7 | -0.5%
Cc1cc(S(=O)(=O)N2CCN(c3ccccc3C)CC2)ccc1F | 9 | 1.1%

# Reprinted at random: 5 records from the list, in no set order.
SMILES | RmlCD inh 1536 | GlmU inhibition
O=C(CNc1cc(S(=O)(=O)N2CCCC2)ccc1OCC(F)(F)F)Nc1ccc(SC(F)F)cc1 | . | 4.2%
CCOC(=O)c1ccc(NC(=O)Nc2ccc(S(N)(=O)=O)cc2)cc1 | -6 | -0.1%
O=S(=O)(c1ccc(-c2csc(-c3cccnc3)n2)cc1)N1CCCCC1 | 15 | -1.2%
CCOC(=O)c1c(NC(=O)c2nc3n(n2)C(C(F)F)CC(C)N3)sc2c1CCCC2 (stereo not drawn) | -36 | -6.2%
Oc1ccccc1-c1csc(-c2ccccc2)n1 | -1 | -0.4%

# Compound activity: PubChem BioAssay, several laboratories
